# Source: PubChem
# TRHR ag – TRH receptor (human) agonism; P34981; TRHR cells, calcium flux fluo-8, FDSS agonist mode; activation, % at 2 µM; 0.18% of 360,000 active; AID 493084; note: 0% is about no effect
# Target sequence (P34981 whole entry, looked up): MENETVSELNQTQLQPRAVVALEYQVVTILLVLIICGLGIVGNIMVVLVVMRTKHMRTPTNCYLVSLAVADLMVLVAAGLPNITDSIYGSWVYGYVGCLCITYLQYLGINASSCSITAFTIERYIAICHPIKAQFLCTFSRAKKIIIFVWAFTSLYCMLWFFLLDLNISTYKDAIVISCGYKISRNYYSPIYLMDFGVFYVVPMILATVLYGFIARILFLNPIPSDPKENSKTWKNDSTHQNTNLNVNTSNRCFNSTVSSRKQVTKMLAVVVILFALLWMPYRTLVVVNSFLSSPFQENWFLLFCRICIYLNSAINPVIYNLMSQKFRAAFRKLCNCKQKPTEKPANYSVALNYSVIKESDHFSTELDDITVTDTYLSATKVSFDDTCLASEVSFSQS
#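 In this calcium-flux screen, cells bearing human TRHR are dye-loaded with fluo-8, baselined for 10 cycles, then exposed to library compounds; positive kinetic calcium responses during the agonist phase mark hits, with TRH as control.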
# TRHR PAM – allosteric enhancers of human TRH receptor; P34981; TRHR cells, fluo-8 calcium fluorescence, EC20 TRH enhancement; enhancement, % at 2 µM; 0.66% of 360,000 active; AID 493056; in the data active = enhancement above about 30%; note: 0% is about no effect
#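 TRHR-expressing cells loaded with fluo-8 calcium dye were read kinetically (ex 480/em 530) during compound addition, then stimulated with an EC20 of TRH (10 nM final). Enhancement of the Gq-mediated intracellular calcium response was scored.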
# D1 potentiator – potentiators of human D1 dopamine receptor; P21728; HEK293 TREx D1 cells, calcium flux, dopamine EC20 potentiation; potentiation, % at 10 µM; 0.036% of 360,000 active; in the data active = potentiation above about 30%; note: 0% is about no effect
# Target sequence (P21728 whole entry, looked up): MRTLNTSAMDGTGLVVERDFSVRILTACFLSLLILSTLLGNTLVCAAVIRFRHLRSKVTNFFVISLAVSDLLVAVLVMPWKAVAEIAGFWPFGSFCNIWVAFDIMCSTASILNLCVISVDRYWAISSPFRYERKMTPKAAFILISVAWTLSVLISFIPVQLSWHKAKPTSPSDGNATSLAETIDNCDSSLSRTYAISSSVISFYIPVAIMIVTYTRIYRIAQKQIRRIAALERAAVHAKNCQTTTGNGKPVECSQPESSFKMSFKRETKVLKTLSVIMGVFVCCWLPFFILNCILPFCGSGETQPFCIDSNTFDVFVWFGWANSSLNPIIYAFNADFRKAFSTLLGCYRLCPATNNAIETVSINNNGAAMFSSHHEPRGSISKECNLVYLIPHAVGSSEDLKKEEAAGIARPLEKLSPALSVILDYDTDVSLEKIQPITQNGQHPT
# D1 antagonist – human D1 dopamine receptor antagonism; 3.2% of 360,000 active; P21728; HEK293 TREx D1 cells, calcium flux, dopamine EC80; active compounds read low; activity change, negative = inhibition, % at 10 µM; AID 504652; in the data active = activity change below about -30%; note: % is set by controls: 0 for no effect and ±100 for the full control effect
#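 Kinetic fluorescence of a calcium dye serves as the read-out. D1-expressing Hek293 Trex cells, induced overnight at 30 C, are exposed to compound for 180 s before an EC80 dopamine addition, then read 180 s further.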
# D2 PAM – positively modulates the human D2 dopamine receptor allosterically. P14416. HEK293 T-REx D2, calcium flux, EC20 dopamine potentiation. potentiation, % at 10 µM. 0.34% of 340,000 active. AID 485347;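 active = potentiation over 3 SD above the plate norm, cut at about 30% in these data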; note: 0% is about no effect
#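 Tetracycline-induced HEK293 T-REx cells force-coupled to calcium signalling expressed D2; compounds were pin-added after a 10 s baseline, read kinetically 180 s, then an EC20 dopamine challenge followed with a further 180 s calcium read.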
# D1 ag – agonists of human D1 dopamine receptor; P21728; activation, % at 2 µM; 1% of 360,000 active; HEK293 T-REx D1 cells, calcium flux, agonist mode; AID 504660; note: 0% is about no effect
#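 Agonism was scored from calcium flux recorded over 180 s (1 read/s) after pintool compound addition, following a 10-cycle baseline. Cells were inducible force-coupled HEK293 TREx D1, plated overnight at 30 C and loaded with no-wash calcium dye.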
# D2 antag – antagonizes the human D2 dopamine receptor; P14416; HEK293 TREx D2 cells, calcium flux, dopamine EC80; inhibition, % at 10 µM; 2% of 340,000 active; AID 485344; in the data active = inhibition above about 30%; note: 0% is about no effect
#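 Tetracycline-induced HEK293 TREx cells expressing D2 receptor forced-coupled to calcium signalling, loaded with no-wash calcium dye. Compounds added and calcium flux read 180 s, then dopamine added at EC80 and read a further 180 s.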
# D2 ag – activates the human D2 dopamine receptor. 0.53% of 340,000 active. P14416. HEK293 T-REx D2 cells, calcium flux agonist mode. activation, % at 2 µM;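 active = activation over 3 SD above normal in the single-dose calcium agonist read, cut at about 30% in these data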; note: 0% is about no effect
#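 Calcium-flux readout, 1 cycle/sec over 180 s following compound pin transfer, in inducible HEK293 Trex D2 cells (force-coupled); dopamine controls included. Positive calcium responses during this window marked compounds as potential agonists.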
# RXFP1 antagonist – RXFP1 (human) relaxin receptor antagonism; Q9HBX9; HEK293-RXFP1, relaxin-stimulated cAMP HTRF, 30 min; active compounds read low; activity change, negative = inhibition, % at 57.5 µM; 0.59% of 350,000 active; AID 1259400;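 active = activity change of -60% or lower, but not beyond a set lower limit; inconclusive = change between -60% and -40%, or beyond the set limit; inactive = change above -40%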; note: % is set by controls: 0 for no effect and ±100 for the full control effect
# Numbers without * were called inactive; u = inconclusive; x = no result given; & = joins results of further samples. Cut-off read from the data, not from the text of the source, unless noted: active = activation above about 30%; inactive = the rest.
SMILES,TRHR ag,TRHR PAM,D1 potentiator,D1 antagonist,D2 PAM,D1 ag,D2 antag,D2 ag,RXFP1 antagonist
Cc1nc(C(=O)NNC(=O)c2ccc(Cl)cc2)cs1,0.6,0,5,-3,12,1,-7,-1.1,-10
O=[N+]([O-])c1cc(S(=O)(=O)N2CCCCCC2)ccc1F,0.0,15,-6,3,1,0,12,0.5,21
COC(=O)c1ccc(CN2C(=O)c3ccccc3C2=O)cc1,-0.9,-7,2,4,3,1,-10,0.4,-12
C=CCn1c(-c2sc(-c3ccccc3)nc2C)n[nH]c1=S,0.0,3,0,1,10,3,-8,2.5,-22
O=C(CSc1nc2c([nH]c3ccccc32)c(=O)n1-c1cccc(Cl)c1)N1CCOCC1,0.6&0.3,-4&-7,1&0,-3&3,2&5,2&1,5,-0.3&1.4,x
Cc1ccc(S(=O)(=O)N2CCN(C)CC2)c(C)c1,-0.2,3,-5,1,0,0,-15,0.0,0
COc1cc(Cl)c(C)cc1Nc1nnc(-n2nc(C)cc2C)c2ccccc12,-0.7,-2,-1,-6,16,-1,x,-0.1,-1
COc1ccc(S(=O)(=O)Nc2cc(S(=O)(=O)c3ccccc3)c(O)c(C)c2C)cc1,0.4,-5,-2,-3,0,0,x,-0.1,x
Fc1ccc(N/N=C(/c2ccccc2)c2ccccn2)cc1,0.1,-8,0,-4,3,1,5,0.3,-8
C=C(C)CSc1nc(C)c(Cc2ccccc2)c(=O)[nH]1,-0.4,6,-7,3,-2,1,-10,-0.9,0
O=C(NC1CCCCC1)c1ccc2c(=O)n(CC3CCCO3)c(=O)[nH]c2c1 (stereo not drawn),0.0,1,2,4,-10,3,-1,31*,-6
COCCCn1c(-c2cccc(Cl)c2)nc2c1c(=O)[nH]c(=O)n2Cc1ccccc1,0.1,2,-3,13,4,2,-13,-0.6,-9

# Five compounds out of the list, arranged by number of heavy atoms, low to high.
SMILES,TRHR ag,TRHR PAM,D1 potentiator,D1 antagonist,D2 PAM,D1 ag,D2 antag,D2 ag,RXFP1 antagonist
Fc1ccc(N/N=C(/c2ccccc2)c2ccccn2)cc1,0.1,-8,0,-4,3,1,5,0.3,-8
O=C(NC1CCCCC1)c1ccc2c(=O)n(CC3CCCO3)c(=O)[nH]c2c1 (stereo not drawn),0.0,1,2,4,-10,3,-1,31*,-6
COc1cc(Cl)c(C)cc1Nc1nnc(-n2nc(C)cc2C)c2ccccc12,-0.7,-2,-1,-6,16,-1,x,-0.1,-1
COCCCn1c(-c2cccc(Cl)c2)nc2c1c(=O)[nH]c(=O)n2Cc1ccccc1,0.1,2,-3,13,4,2,-13,-0.6,-9
O=C(CSc1nc2c([nH]c3ccccc32)c(=O)n1-c1cccc(Cl)c1)N1CCOCC1,0.6&0.3,-4&-7,1&0,-3&3,2&5,2&1,5,-0.3&1.4,x

# Next part.
SMILES,TRHR ag,TRHR PAM,D1 potentiator,D1 antagonist,D2 PAM,D1 ag,D2 antag,D2 ag,RXFP1 antagonist
c1cncc(-c2nc(NCc3ccc4c(c3)OCO4)c3ccccc3n2)c1,1.8,32*,-2,-5,10,3,-2,-0.9,-10
Cc1ccccc1C(=O)Nc1ccnn1C1CCN(CCCc2ccccc2)CC1,-0.7,9,-5,-16,17,14,-13,1.6,-15
CC1CCc2nc(NC(=O)c3ccco3)sc2C1 (stereo not drawn),-0.5,4,0,11,-7,0,13,-2.0,-5
CCc1ccccc1NC(=O)CN1CCN(CC(=O)Nc2cc(C)ccc2OC)CC1,-1.6,-1,-4,-13,2,1,2,-0.2,-2
Cc1ccc(S(=O)(=O)NC(C)C(=O)N2CCOCCOCCOCC2)cc1 (stereo not drawn),-0.1,5,-2,-10,1,-1,-13,1.1,-10
COc1cccc(/C=N/NC(=S)Nc2cccc(S(=O)(=O)N(C)C)c2)c1,1.1,-4,1,0,-11,5,1,2.2,-5
CCOc1ccccc1CNC(=O)C1CCCN(c2nc3ccccc3o2)C1 (stereo not drawn),-1.2,-3,5,-7,-14,5,-3,0.4,x
Cn1c(CNc2ccc(O)cc2)nc2ccccc21,1.0,1,8,-12,3,3,-3,-0.4,-6
Cc1cc(C(C)(C)C)cc(S(=O)(=O)Nc2ccc(C(=O)O)cc2)c1C,-0.8,3,4,2,-4,2,-8,0.1,-6
CC(=O)N1C(=O)N(C(C)=O)C2C1N(C)C(=O)N2C(C)=O (stereo not drawn),-0.3,-2,-5,0,-12,1,20,0.6,-9
COc1cccc(/C=N/NC(=O)c2cc3c(OC)cccc3[nH]2)c1O,0.2,-4,2,6,1,1,16,0.3,5
Cc1ccccc1OCC(=O)N(Cc1nnc(-c2ccc(Cl)cc2)o1)C(C)C,0.0,3,-10,19,-4,1,-9,0.2,-6
O=C1C=C(c2ccc(F)cc2OCc2ccccc2)C[C@@H](c2ccc3c(c2)OCO3)C1,0.5,1,-1,-3,0,1,-17,-0.5,x
CCCCOc1ccc(NC(=O)CCSc2nccn2C)cc1,-1.4,2,-1,-2,3,0,-4,-1.4,-7
COCCN1CCN(C(=O)c2cc(COc3cncc(Cl)c3)on2)CC1,0.4,2,-6,-4,-2,8,6,0.5,7
Cn1cc(S(=O)(=O)N2CCc3ccccc32)cc1C(=O)NC(C)(C)C,-0.2,5,3,-2,1,5,-2,-0.1,2
CCc1ccc(NC(=O)CC2C(=O)N(c3cccc(OC)c3)C(=O)N2CCOC)cc1 (stereo not drawn),0.3,-5,-3,1,-3,8,2,0.8,-5
COc1ccc([C@H]2CC(=O)C=C(c3cc4ccccc4c4ccccc34)C2)cc1,-0.4,-2,2,x,-13,5,5,1.4,x
Cc1nc2nc(-c3cccnc3)[nH]n2c(=O)c1Cc1ccccc1,0.0,-6,3,6,-4,0,28,0.5,4
CCCCCN(C(=O)CN1CCC(Cc2ccccc2)CC1)c1c(N)n(CCCC)c(=O)[nH]c1=O,0.5,4,-4,0,-12,2,15,0.1,-38
O=C(CCc1nc2ccccc2c(=O)[nH]1)OCc1ccc(-c2ccccc2)cc1,0.5,12,-3,-39*,0,3,-7,-0.3,-10
CCn1c(NCc2cc(Br)ccc2NS(=O)(=O)c2ccc(C)cc2)nc2ccccc21,-0.4,-2,-6,-11,-5,2,21,0.2,-17
Cc1cc(C)cc(OC(=O)C23CCC(C)(C(=O)O2)C3(C)C)c1 (stereo not drawn),0.9,-5,6,x,4,-2,-11,0.9,-16
Cc1nonc1CN(C)C(=O)CC1C(=O)NCCN1Cc1c(F)cccc1Cl (stereo not drawn),0.2,0,-3,7,-8,0,3,-0.5,-6
CCOc1cccc(C2C(C(=O)c3ccc(C)o3)=C(O)C(=O)N2c2nccs2)c1 (stereo not drawn),-0.3,0,-3,-19,11,30,21,-0.5,-7
O=C(/C=C/Nc1ccccc1)c1ccccc1,-0.9,-6,2,-6,5,7,14,-0.2,3
Clc1cnc2nc(SC/C=C/c3ccccc3)[nH]c2c1,-0.8,0,-1,5,-2,4,-4,0.7,-2
CC(=O)N1CC(C)Sc2ccc(S(=O)(=O)NCCc3ccc(C)cc3)cc21 (stereo not drawn),-0.1,-1,-3,-2,-9,31*,3,1.1,0
COc1cccc(N2CCN(C(=O)c3cnc4c(C)cccn4c3=O)CC2)c1,-0.2,5,-2,16,-8,-2,x,0.3,-6
COC(=O)C1=C(C)N(CCCC(=O)O)C(=O)NC1c1ccc(Br)cc1 (stereo not drawn),1.0,-1,-3,11,7,1,25,0.2,x
Cc1onc(-c2ccccc2Cl)c1C(=O)NCc1ccccn1,-0.3,-5,1,2,4,3,-11,-0.5,5
CN=C1SC(CC(=O)NCCc2ccc(OC)c(OC)c2)C(=O)N1C (stereo not drawn),0.2,4,-7,-7,-3,1,5,-0.2,-7&2
CCOC(=S)SCC(=O)Nc1nc(-c2ccc(Br)cc2)cs1,1.4,-14,-11,-26,-6,2,-5,-1.2,u
CN(C)C(=O)c1nc2ccc(Cl)cn2c1CNCc1ccccc1OC(F)(F)F,-0.5,-5,2,8,0,-1,-6,0.8,-1
COc1ccc(C)cc1-n1c(SCC(=O)NCC2CCCO2)nc2c([nH]c3ccccc32)c1=O (stereo not drawn),0.2,1,-1,-5,13,1,-4,0.2,2
Nc1c(S(=O)(=O)c2ccccc2)c2nc3ccccc3nc2n1C1CC1,0.0,-3,-5,-3,-10,0,x,x,-4
COc1cccc(C(=O)CSc2nnc(-c3cc(OC)cc(OC)c3)o2)c1,-0.4,-4,-4,-8,3,3,-18,-0.1,11
COc1cc(C(=O)Oc2ccccc2)ccc1OCc1c(C)noc1C,0.7,5,-9,-37*,10,5,-15,-1.1,-11
CCCCOC(=O)Sc1nc2ccccc2o1,0.4,4,3,-13,4,0,-2,1.2,1
C=CCn1c(O)c(C(CC)=NCCN2CCOCC2)c(=O)[nH]c1=O,0.5,-2,-3,8,-3,3,-3,-0.2,-2
O=C(CN1C(=O)c2ccccc2S1(=O)=O)N1CCN(Cc2ccc3c(c2)OCO3)CC1,1.2,1,0,1,12,8,-3,9.5,1
CCOC(=O)c1c(NC(=O)CSc2nnc(CNC(=O)c3ccco3)n2C)sc2c1CCC2,1.4,7,-4,11,9,1,2,0.6,-5
CCc1nc(SCC(=O)NCc2ccco2)c2c3c(sc2n1)CCCC3,0.1,1,2,-7,-2,5,4,0.1,5
CN(C)S(=O)(=O)c1cc(NC(=O)COC(=O)/C=C/c2ccco2)ccc1Cl,-0.1,-2,-4,0,-6,2,7,-0.1,-4
CCOC(=O)c1[nH]c2ccccc2c1NC(=O)c1ccc(S(=O)(=O)N2CCCC2)cc1,0.0,-3,-1,-2,9,-4,6,-1.0,x
Cc1ccc(C(NC(=O)c2cccc(S(=O)(=O)N3CCN(C)CC3)c2)c2ccccc2)cc1 (stereo not drawn),1.0,2,-1,-66*,9,5,-11,-2.4,-6
CCOc1ccccc1NC(=O)C1CCN(S(=O)(=O)c2ccc3c(c2)CCCN3C(C)=O)CC1,-0.3,0,0,-3,-4,-1,x,-1.3,-16
CCN1C(=O)c2c(C)nc3ccccc3c2C1=O,0.2,-1,1,8,2,0,0,0.5,-3
Cc1cccc(NC(=S)NCCc2ccccc2)n1,-0.4,3,-4,x,-6,1,8,0.4,-10
c1ccc2c3nnc4n(c-3nc2c1)CCCS4,-0.2,2,7,9,0,1,-18,-0.2,19
O=c1oc2ccccc2n1Cc1cccc(F)c1,0.7,-5,-4,9,-2,4,-2,0.1,14
COC1=CC(=O)CC(C)C12Oc1cc(OC)cc(OC)c1C2=O (stereo not drawn),0.0,-6,-8,22,7,6,13,-0.5,10
N#C/C(=C\C=C\c1ccccc1[N+](=O)[O-])c1nc(-c2ccc3c(c2)OCO3)cs1,3.9,2,-3,-4,-3,3,-13,2.5,7

# Individual results from the list:
# Entry of c1cncc(-c2nc(NCc3ccc4c(c3)OCO4)c3ccccc3n2)c1 in RXFP1 antagonist: -10
# Entry of CCOC(=O)c1c(NC(=O)CSc2nnc(CNC(=O)c3ccco3)n2C)sc2c1CCC2 in D2 antag: 2
